# Assay outcomes: PubChem BioAssay, several laboratories
# TRPC4 block: inhibitors of mouse TRPC4 channel, primary screen, Fluo4 calcium, HEK293 TRPC4beta/mu-opioid cells; 300,000 tested, 0.39% active; DAMGO-evoked Fluo4 calcium flux; stronger effect = lower value; Short transient receptor potential channel 4 (Mus musculus), Q9QUQ5; B-score at 10 µM;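 active = B-score over 3 SD under the library average, no early fluorescence shift, positive overall ratio signal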
# Target sequence (Q9QUQ5 whole entry, looked up): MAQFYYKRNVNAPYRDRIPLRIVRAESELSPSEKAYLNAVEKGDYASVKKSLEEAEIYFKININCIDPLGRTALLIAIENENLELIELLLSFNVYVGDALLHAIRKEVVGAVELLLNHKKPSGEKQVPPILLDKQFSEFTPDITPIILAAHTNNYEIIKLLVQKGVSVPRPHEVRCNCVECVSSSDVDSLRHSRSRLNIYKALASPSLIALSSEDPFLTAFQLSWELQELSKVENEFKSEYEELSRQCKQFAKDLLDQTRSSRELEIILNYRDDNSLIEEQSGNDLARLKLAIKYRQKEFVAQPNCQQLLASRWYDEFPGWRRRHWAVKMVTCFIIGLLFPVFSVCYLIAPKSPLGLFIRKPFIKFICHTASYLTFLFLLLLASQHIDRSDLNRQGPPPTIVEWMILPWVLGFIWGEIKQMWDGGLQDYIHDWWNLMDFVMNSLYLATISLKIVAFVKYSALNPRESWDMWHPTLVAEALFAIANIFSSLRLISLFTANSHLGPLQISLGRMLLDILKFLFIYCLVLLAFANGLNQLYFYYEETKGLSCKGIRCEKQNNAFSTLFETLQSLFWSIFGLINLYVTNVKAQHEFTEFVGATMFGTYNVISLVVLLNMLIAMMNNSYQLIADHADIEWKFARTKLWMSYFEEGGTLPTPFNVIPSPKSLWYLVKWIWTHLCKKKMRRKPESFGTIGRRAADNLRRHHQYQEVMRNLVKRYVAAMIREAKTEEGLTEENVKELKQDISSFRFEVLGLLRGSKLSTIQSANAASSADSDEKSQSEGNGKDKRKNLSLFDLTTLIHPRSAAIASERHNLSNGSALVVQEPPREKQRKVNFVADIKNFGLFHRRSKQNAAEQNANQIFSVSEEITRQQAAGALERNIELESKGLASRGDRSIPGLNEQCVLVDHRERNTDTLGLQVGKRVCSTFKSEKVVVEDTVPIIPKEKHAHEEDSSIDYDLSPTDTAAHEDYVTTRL
#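 Material: HEK293 cells with stable TRPC4beta plus mu-opioid receptor expression / Probe or stimulus: DAMGO in two steps, submaximal then maximal / Compound: single concentration per test compound / Technique: kinetic Fluo4 fluorescence imaging of calcium influx / Read-out: per-well B score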
# TRPC6 inh: mouse TRPC6 channel inhibitors, primary screen, cell-based, HEK293, membrane potential dye. AID 2553, 2010. Short transient receptor potential channel 6 (Mus musculus), Q61143. B-score at 10 µM. 310,000 tested, 1.1% active. ACh-evoked depolarization; stronger effect = lower value;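 active = B-score under library mean minus 3 SD, initial fluorescence not abnormally high, positive integrated signal ratio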;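 also: B-score derived from integrated fluorescence ratio over the kinetic read; more negative B-score means stronger inhibition of depolarization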
# HIF act: HIF pathway transcriptional activators, primary screen, cell-based, U2OS HRE-luciferase, luminescence; AID 1910, 2009; 300,000 tested, 0.32% active; U2OS HRE-luciferase reporter; normalized: DMSO 0%, desferrioxamine 100%; activation, % at 7.5 µM (by protocol);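 active = mean activation of at least 10% of the iron chelator positive control signal, with at least half of replicates also reaching 10%; inconclusive = mean and replicate majority disagree about reaching 10%; inactive = mean and most replicates under 10%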
# KLF5 inh: KLF5 expression inhibitors, primary screen, DLD-1 cells, luminescence. DLD-1 KLF5 promoter-luciferase reporter. inhibition, % at 5 µM. 290,000 tested, 0.23% active;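 active = inhibition above a per-plate limit of that plate's mean compound inhibition plus 3 SD, cut at about 60% in these data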;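 also: 0% = DMSO wells and 100% = LY294002 at 200 µM; higher means less KLF5 promoter-driven luciferase light; inactives centre near -14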
# TRPC4 act: activators of mouse TRPC4 channel, primary screen, Fluo4 calcium, HEK293 TRPC4beta/mu-opioid cells; Short transient receptor potential channel 4 (Mus musculus), Q9QUQ5; Fluo4 calcium fluorescence; stronger effect = higher value; B-score at 10 µM; 310,000 tested, 0.49% active; AID 2237, 2010;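 active = B-score above 5 SD of library B-scores, and initial fluorescence ratio not above library mean plus 5 SD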;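 also: positive B-score marks a calcium rise read as TRPC4 activation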
#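 Assay system – TRPC4beta and mu-opioid receptor HEK293 stable cells · Measured by – Fluo4 fluorescence, kinetic · Schedule – dye loading 45 min room temperature, 110 s kinetic read · Read-out – B-scored integrated calcium fluorescence ratio · Controls – buffer and maximal DAMGO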
# SKKanGAS inh: S. pyogenes SKKanGAS growth inhibitors in kanamycin, primary screen, streptokinase expression inhibitor project, SKKanGAS strain, BacTiter-Glo luminescence | inhibition, % at 7.5 µM | AID 1662, 2009 | 6 h | 300,000 tested, 1.3% active;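 active = mean replicate score, as percent of positive control median, at least 50; inconclusive = mean below 50 but one replicate at or above 50; inactive = mean and every replicate below 50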;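 also: strain carries kanamycin resistance gene driven by streptokinase promoter and grows in 40 µg/ml kanamycin; loss of luminescence reflects streptokinase promoter inhibition or plain growth inhibition; 0% = median of DMSO wells and 100% = positive control at its reference dose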
# aSyn UTR inh: MLPCN primary screen, SNCA 5' untranslated region | alpha-synuclein 5'UTR reporter, inhibitor activity | inhibition, % (tested at 7.5 µM) | 300,000 tested, 0.82% active | AID 1813, 2009; in the data active = inhibition above about 60%; inconclusive = no clear call, values can overlap the other calls;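 also: H4 neuroglioblastoma cells stably carrying SNCA 5'UTR luciferase fusion; 0% = DMSO wells and 100% = positive control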
# MrgX1 antagonist: antagonists of human MrgX1 receptor, primary screen, HEK293 cells, Fluo-4 calcium flux; BAM8-22 antagonism; stronger effect = lower value; B-score at 10 µM; 310,000 tested, 1.3% active;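 active = calcium-response B-score plate-corrected more than 3 library SD below zero, starting fluorescence within 5 deviations, no agonist response on first addition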;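 also: peak minus trough fluorescence over baseline after final BAM8-22 challenge near maximal dose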
# IEC-6 tox: cytotoxicity in IEC-6 intestinal epithelial cells, primary screen, cytotoxicity control for KLF5 inhibitor project, cell-based, luminescence | inhibition, % at 5 µM | 290,000 tested, 0.78% active | IEC-6 cytotoxicity, luminescence viability; in the data active = inhibition above about 22%;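 also: 0% = plate median of test compound wells and 100% = cytotoxic reference compound wells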
# TRPC4 potent: positive allosteric modulators of TRPC4, primary screen, cell-based, mouse TRPC4beta, HEK293 mu-opioid, Fluo-4 calcium | 310,000 tested, 0.42% active | Short transient receptor potential channel 4 (Mus musculus), Q9QUQ5 | DAMGO EC20, Fluo-4 Ca2+ flux; stronger effect = higher value | AID 2227, 2009 | B-score at 10 µM;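 active = B-score of calcium response area above 5 SD of library B-scores, with initial fluorescence ratio within 5 SD of library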;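 also: B-score of integrated fluorescence ratio over time as area under calcium response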
# TRPC6 act: mouse TRPC6 channel activators, primary screen, cell-based, HEK293, membrane potential dye; 310,000 tested, 0.13% active; Short transient receptor potential channel 6 (Mus musculus), Q61143; B-score at 10 µM; HEK293-TRPC6 membrane potential dye fluorescence; stronger effect = higher value;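 active = B-score of the integrated fluorescence ratio above library mean plus 3 SD, and starting fluorescence ratio within library mean plus 5 SD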;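 also: higher score means more depolarization so channel activation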
# Starred values were filed as active, the others as inactive; i = inactive; ? = inconclusive; nt = not tested or not shown.
SMILES,TRPC4 block,TRPC6 inh,HIF act,KLF5 inh,TRPC4 act,SKKanGAS inh,aSyn UTR inh,MrgX1 antagonist,IEC-6 tox,TRPC4 potent,TRPC6 act
COC(=O)c1cc(S(=O)(=O)NCCc2ccccc2)c[nH]1,i,i,0.3,-5,i,2,3,i,10,i,i
CCOC(=O)C1CCN(C(=O)c2ccc(CNS(=O)(=O)c3ccc(C)cc3)cc2)CC1,i,i,-0.4,-5,i,3,-8,i,-2,i,i
Cc1nn(C2CCS(=O)(=O)C2)c(C)c1C=O (stereo unspecified),i,i,-0.3,-17,i,-2,8,i,0,i,i
CCc1ccc2c(CSc3nnnn3C)cc(=O)oc2c1,i,i,0.0,-33,i,-6,15,i,1,i,i
CC1=NN(C(N)=S)C(=O)C1N=Nc1cccc(C)c1 (stereo unspecified),i,i,0.2,-8,i,-7,-75,i,2,i,i
O=C(O)CSc1nnc(CNc2ccccc2Cl)n1-c1ccccc1,i,i,-0.2,-7,i,-1,-13,i,1,i,i
O=C(NCc1ccco1)c1ccc(NS(=O)(=O)c2cccc(F)c2)cc1,i,i,0.1,-58,i,?,10,i,-1,i,i
COc1ccc([C@H]2/C=C\CN(S(=O)(=O)c3ccc(C)cc3)[C@@H](C)C(=O)N2Cc2ccc(F)cc2)cc1,i,i,-0.2,nt,i,9,3,i,nt,i,i
O=C(CCl)Oc1ccc2occ(C(=O)c3cccs3)c2c1,i,i,3.4,-145,i,-8,-193,i,-5,i,i
COc1cc(-c2c(NC(=O)c3ccco3)oc3ccccc3c2=O)cc(OC)c1OC,i,i,-0.1,-20,i,1,3,i,5,i,i

# Among those listed so far, these have an aryl thioether with sulfur outside any ring.
SMILES,TRPC4 block,TRPC6 inh,HIF act,KLF5 inh,TRPC4 act,SKKanGAS inh,aSyn UTR inh,MrgX1 antagonist,IEC-6 tox,TRPC4 potent,TRPC6 act
CCc1ccc2c(CSc3nnnn3C)cc(=O)oc2c1,i,i,0.0,-33,i,-6,15,i,1,i,i
O=C(O)CSc1nnc(CNc2ccccc2Cl)n1-c1ccccc1,i,i,-0.2,-7,i,-1,-13,i,1,i,i

# Next compounds
SMILES,TRPC4 block,TRPC6 inh,HIF act,KLF5 inh,TRPC4 act,SKKanGAS inh,aSyn UTR inh,MrgX1 antagonist,IEC-6 tox,TRPC4 potent,TRPC6 act
Fc1ccc(Oc2nc(-c3ccccn3)nc3ccccc23)cc1,i,i,2.1,-80,i,42,-95,i,5,i,i
O=C(NNC(=O)C(c1ccccc1)c1ccccc1)c1cccs1,i,i,0.0,-23,i,20,6,i,-1,i,i
CC1CCN(S(=O)(=O)c2ccc3c(c2)N(CC(=O)NCCCN2CC(C)CC(C)C2)C(=O)CS3)CC1 (stereo unspecified),i,i,-0.6,-28,i,0,10,i,1,i,i
CCC(=O)Nc1ccc(Oc2ccc(NC(=O)CC)c(NC(=O)CC)c2)cc1,i,i,-0.2,6,i,-15,-1,i,-7,i,i
COc1cccc(NC(=O)Nc2nnc(Cc3ccc(OC)c(OC)c3)s2)c1,i,i,-0.6,16,i,7,18,i,1,i,i
Cc1ccc(OCC(O)Cn2c(N3CCCCC3)nc3c2c(=O)[nH]c(=O)n3C)cc1C (stereo unspecified),i,i,1.6,-35,i,-3,25,i,-3,i,i
Cc1ccc2nc(CCCc3nc4ccc(C)cc4[nH]3)[nH]c2c1,i,i,-5.0,-64,i,4,4,nt,13,i,i
COC(=O)/C=C/c1ccc2c(c1)OCO2,i,i,-0.6,12,i,-20,-22,i,-1,i,i
CC(CN1CCN(C)CC1)OC(=O)c1ccc(Cl)cc1 (stereo unspecified),i,i,-38,-14,i,14,0,i,-7,i,i
O=C(CCCn1c(=S)[nH]c2ccsc2c1=O)NC1CCCCC1,i,i,-0.9,-39,i,-6,3,i,0,i,i
CC(C)(C)c1ccc(C2=CSC3=NCCN23)cc1,i,i,-1.3,-26,i,3,-4,i,-4,i,i
O=C(Nc1nnc(SCc2c(Cl)cccc2Cl)s1)C1CCCO1 (stereo unspecified),i,i,-0.1,-7,i,-4,-20,i,0,i,i
Cc1ccc(-c2ccc(=O)n(CC(=O)NCC3COCCO3)n2)cc1 (stereo unspecified),i,i,0.0,-21,i,4,10,i,0,i,i
COc1cc(N2CCOCC2)ncn1,i,i,0.1,-1,i,3,7,i,-1,i,i
CC(=O)Nc1ccc(NS(=O)(=O)c2ccc(OC(C)C(=O)N3CCOCC3)cc2)cc1 (stereo unspecified),i,i,-0.2,nt,i,-9,-11,i,nt,i,i
COc1ccc(CCNC(=O)CNS(=O)(=O)c2ccc(Br)s2)cc1OC,i,i,0.0,1,i,4,25,i,-2,i,i
O=C(NCC(=O)N(c1ccccc1)C(C(=O)NC1CCCC1)c1cccnc1)c1cccs1 (stereo unspecified),i,i,nt,-10,i,0,-7,i,0,i,i
COc1ccc(NC(=O)C(OC(=O)c2cnc(C)cn2)c2ccccc2)cc1Cl (stereo unspecified),i,i,-20,nt,i,51*,-27,i,nt,i,i
CCn1c(SCC(=O)Nc2cc(S(=O)(=O)N3CCOCC3)ccc2OC)nnc1-c1ccncc1,i,i,-1.1,-21,i,6,18,i,-4,i,i
O=C(Nc1cccnc1)c1cc2cc(Br)ccc2o1,i,i,3.0,-119,i,-6,-116,i,0,i,i
Cc1ccc2occ(/C=N/NC(=O)[C@@H](N)Cc3ccccc3)c(=O)c2c1,i,i,0.5,-37,i,0,-27,i,-1,12*,i
Cc1ccc(S(=O)(=O)Nc2ccc(OCC(=O)N3CCOCC3)cc2)c(C)c1NS(C)(=O)=O,i,i,1.1,11,i,-17,7,i,-2,i,i
N#CC1=C(N)OC2=C(C(=O)CCC2)C1c1ccccc1 (stereo unspecified),i,i,-0.8,-29,i,-4,-4,i,-2,i,i
N#CCSc1nc2ccccc2c(=O)n1CCCC(=O)NCc1ccco1,i,i,0.6,-9,i,4,-12,i,-6,i,i
CCC(CC)C(=O)Nc1cccc(/C(C)=N\NC(=O)c2ccc(C)s2)c1,i,i,-0.4,-19,i,4,-32,i,6,i,i
Cc1cc(C)n(Cc2ccc(C(=O)N/N=C/c3ccc(-c4ccc([N+](=O)[O-])cc4)o3)o2)n1,i,i,-0.4,-33,i,5,5,i,-2,i,i
Cc1[nH]c2c(Cl)cccc2c1CCNC(=O)C1CCCCC1C(=O)OCC(F)(F)F (stereo unspecified),i,i,0.3,-30,i,1,6,i,9,i,i
O=C(CCn1nc(-c2ccc(Cl)cc2)c2ccccc2c1=O)NN1CCOCC1,i,i,-0.1,-16,i,-2,17,i,-1,i,i
Cc1[nH]c2ccccc2c1C(=O)C(=O)N(C)C1CCCCC1,i,i,0.4,-34,i,-2,6,i,-4,i,i
CCCC1Oc2ccccc2C(=O)N(CC(=O)c2ccc3c(c2)OCCO3)C1=O (stereo unspecified),i,i,2.4,-38,i,-3,-55,i,1,i,i
CCc1noc(C)c1C(=O)OCC(=O)N(C)c1c(N)n(Cc2ccccc2)c(=O)[nH]c1=O,i,i,1.6,nt,i,nt,11,i,nt,i,i
COc1ccc(C2CC(=O)Oc3ccc(C(C)(C)C)cc32)cc1 (stereo unspecified),i,i,-2.5,14,i,5,1,i,1,i,i
CCOC(=O)C(CCCOc1ccc(C(C)CC)cc1)C(=O)OCC (stereo unspecified),i,i,-1.3,-14,i,10,9,i,3,i,i
CCOc1cc(/C=C2\SC(N)=NC2=O)ccc1O,i,i,1.7,-23,i,-16,-6,i,1,i,i
N#C/C(=C\c1ccc(-c2ccccc2[N+](=O)[O-])o1)C(=O)N1CCOCC1,i,i,-0.3,6,i,-3,-34,i,3,i,i
COc1cc(OC)c(OC)cc1/C=C1\CC(C)C/C(=C\c2cc(OC)c(OC)cc2OC)C1=O (stereo unspecified),i,i,3.1,-25,i,56*,-20,i,1,i,i
Cc1ccc(-n2nc(C)c(/C=N/NC(=O)c3cccs3)c2Cl)cc1,i,i,-47,-9,i,-3,-87,i,8,i,i
COc1cc(C2C3=C(CC(C)(C)CC3=O)Nc3c2c(=O)[nH]c(=O)n3Cc2ccccc2)ccc1O (stereo unspecified),i,i,-0.4,-33,i,3,12,i,-5,i,i
CC(C)NC(=O)C(=O)NNC(=O)C12CC3CC(CC(C3)C1)C2,i,i,0.2,-7,i,0,-4,i,7,i,i
Cc1ccn2c(C(=O)N/N=C/c3ccc(Cl)cc3)c(C)nc2c1,i,i,-0.4,-13,i,0,3,nt,1,i,i
C/C(=N\NC(=O)c1ccc(CN2CCc3ccccc3C2)cc1)c1ccccc1O,i,i,1.0,-2,i,25,-28,-5*,7,i,i
COC(=O)[C@]1(C)N[C@H](c2ccc(-c3ccc(Cl)c(Cl)c3)c(OC)c2)[C@@H]2C(=O)N(C)C(=O)[C@@H]21,i,i,-0.2,nt,i,17,11,i,nt,i,i
COc1ccccc1CCc1nnc(CCC(=O)NCCCOc2cccnc2)o1,-6*,i,-0.1,-10,i,4,16,i,-5,i,i
CC(C)c1nnc(NC(=O)CCC(=O)NC2CCCCCC2)s1,i,i,0.0,-25,i,0,-8,i,0,i,i
O=[N+]([O-])c1ccc(Sc2ccccc2Cl)nc1,i,i,0.0,12,i,0,-9,i,0,i,i
CC(C)NC(=O)CCS(=O)(=O)c1ccc(Br)s1,i,i,-0.5,-40,i,0,9,i,-5,i,i
O=C1OC(/C=C/c2ccccc2)=NC/1=C/C=C/c1ccccc1,i,i,0.3,-34,i,5,4,i,-9,i,i
Fc1ccc(OCc2nc(-c3cccs3)no2)cc1,i,i,2.5,-161,i,0,-123,i,-2,i,i
Cc1ccc(-n2nnnc2SC(C)C(=O)Nc2ccc(Cl)cn2)cc1 (stereo unspecified),i,i,1.4,-39,i,8,27,i,9,i,i
CN(C(=O)COC(=O)CNC(=O)c1ccccc1Cl)c1ccccc1,i,i,0.8,15,i,-1,0,i,-1,i,i
